BCLXL inh: Bcl-xL (human) inhibition. inhibition, % at 10.9 µM. 320,000 tested, 0.7% active. GST-Bcl-xL / FITC-Bim BH3 peptide fluorescence polarization. Q07817;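 active = inhibition above the mean of all tested compounds plus 3 SD, cutoff set per campaign, cut at about 30% in these data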;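 also: 0% = DMSO wells and 100% = unlabeled Bim-BH3 peptide competitor; inhibitors lower millipolarization by displacing the labeled peptide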
AGP1 TOR yeast: yeast TOR pathway AGP1-GFP modulation. GFP response vs DMSO, % at 10 µM. 320,000 tested, 0.02% active. S. cerevisiae AGP1-GFP multiplex flow cytometry, 3 h; GFP as percent of DMSO wells. AID 2066;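 active = GFP response relative to DMSO above a set limit, near screen average plus 3 SD, cut at about 150% in these data; inconclusive = fewer than 70 cells counted for the yeast strain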;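 also: median GFP channel fluorescence of the gated AGP1 strain per well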
GLD-1 RNA inh: GLD-1-TGE RNA interaction inhibition (C. elegans) | Q17339 | purified GLD-1 + fluorescein TGE RNA, fluorescence polarization | inhibition, % at 5.96 µM | 320,000 tested, 0.44% active;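 active = percent inhibition above a per-plate cutoff, the plate mean of test compounds plus 3 SD, cut at about 30% in these data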;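 also: 0% = DMSO wells with GLD-1 and probe and 100% = wells lacking GLD-1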
CIT2-GFP yeast: modulators of TOR pathway CIT2-GFP in S. cerevisiae; S. cerevisiae CIT2-GFP strain, flow cytometry, 3 h; 100 means same as DMSO wells; AID 2029; 320,000 tested, 0.065% active; GFP response vs DMSO, % at 10 µM;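 active = GFP response relative to DMSO above a set limit, near the screen mean plus 3 SD, cut at about 150% in these data; inconclusive = Fewer than 70 cells measured for a yeast strain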;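 also: ratio of well median GFP fluorescence to mean of DMSO wells on the plate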
GRK2 aptamer HTS: blocks RNA aptamer binding to human GRK2. 330,000 tested, 0.59% active. inhibition of aptamer binding, % at 10 µM. bead flow cytometry, FAM-aptamer displacement from GRK2. P25098. AID 488847;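 active = inhibition of aptamer binding above 40%, roughly 3 SD of noise, on plates passing a quality check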;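 also: median bead fluorescence of bound FAM aptamer so fluorescent compounds give negative values; no value below 0 was filed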
Target sequence (P25098 whole entry, looked up): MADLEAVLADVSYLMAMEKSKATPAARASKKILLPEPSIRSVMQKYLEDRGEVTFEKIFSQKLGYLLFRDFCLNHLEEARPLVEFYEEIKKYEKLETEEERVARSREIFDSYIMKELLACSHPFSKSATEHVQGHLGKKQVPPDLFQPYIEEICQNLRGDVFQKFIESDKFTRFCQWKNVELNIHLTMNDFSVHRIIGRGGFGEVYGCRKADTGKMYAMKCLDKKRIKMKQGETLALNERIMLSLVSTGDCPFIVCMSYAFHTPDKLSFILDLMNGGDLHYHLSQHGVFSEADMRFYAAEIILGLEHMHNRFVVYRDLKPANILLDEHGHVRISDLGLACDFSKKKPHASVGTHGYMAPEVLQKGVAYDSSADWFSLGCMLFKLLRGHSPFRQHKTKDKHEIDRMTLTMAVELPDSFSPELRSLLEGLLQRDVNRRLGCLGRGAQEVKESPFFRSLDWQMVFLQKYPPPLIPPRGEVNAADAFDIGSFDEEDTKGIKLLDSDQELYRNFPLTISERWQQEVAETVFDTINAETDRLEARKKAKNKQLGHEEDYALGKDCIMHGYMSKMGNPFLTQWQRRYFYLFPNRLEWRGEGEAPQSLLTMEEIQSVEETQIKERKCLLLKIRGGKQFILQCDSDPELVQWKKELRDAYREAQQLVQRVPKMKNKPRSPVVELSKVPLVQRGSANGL
Fam108B inh: blocks mouse Fam108B hydrolase in RBBP9 counter-screen | AID 1947 | 300,000 tested, 0.33% active | recombinant Fam108B, FP-Rh probe fluorescence polarization | inhibition, % at 9.51 µM;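 active = inhibition above the screen mean inhibition plus 3 SD, computed separately per campaign, cut at about 18% in these data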;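 also: inhibitors lower polarization as less probe binds the enzyme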
MEX-5 binding: C. elegans MEX-5 TCR-2 RNA binding activity | 300,000 tested, 0.38% active | Q9XUB2 | activity score (negative = inhibition of binding), % at 10 µM | MEX-5/FITC-TCR2 RNA binding, fluorescence polarization; stronger effect = lower value;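 active = inhibition past about -25% in most replicates, and total fluorescence under double the plate's negative control median, limit read from the data; inconclusive = replicates evenly split on the limit, or fluorescence at least double controls; inactive = too little inhibition in most replicates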;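 also: 0% = DMSO and -100% = 5 µM competing unlabeled TCR2 RNA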
MCL1 BIM primary: inhibitors of human MCL1 binding to BIM-BH3 peptide | GST-MCL1 / FITC-Bim-BH3 fluorescence polarization | inhibition, % at 10.9 µM | 320,000 tested, 0.68% active | AID 2057;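 active = inhibition above the mean inhibition of all tested compounds plus 3 SD, set per campaign, cut at about 40% in these data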;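 also: 0% = DMSO wells and 100% = unlabeled Bim-BH3 peptide control; higher means more loss of mP so more displacement of Bim peptide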
Target sequence (Q07820 whole entry, looked up): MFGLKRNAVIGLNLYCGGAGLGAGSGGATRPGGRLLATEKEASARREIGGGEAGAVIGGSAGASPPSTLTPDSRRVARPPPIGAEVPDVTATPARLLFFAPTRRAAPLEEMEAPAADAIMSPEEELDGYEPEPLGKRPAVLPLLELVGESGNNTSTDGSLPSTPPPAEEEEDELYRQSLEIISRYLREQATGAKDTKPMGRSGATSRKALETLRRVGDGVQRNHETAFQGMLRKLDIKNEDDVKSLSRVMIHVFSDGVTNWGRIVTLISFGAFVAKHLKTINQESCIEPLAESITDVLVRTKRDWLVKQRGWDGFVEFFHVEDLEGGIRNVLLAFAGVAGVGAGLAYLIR
VLA-4 inh: inhibition in a human VLA-4 binding assay; P13612; VLA-4 expressing cells, ligand binding flow cytometry; inhibition, % (about 7 µM as worked out from the volumes in the protocol); 330,000 tested, 0.2% active; AID 2557; in the data active = inhibition above about 50%
* = called active by the depositor; u = inconclusive; x = no result given.

# | molecule | VLA-4 inh | Fam108B inh | GRK2 aptamer HTS | BCLXL inh | MCL1 BIM primary | CIT2-GFP yeast | MEX-5 binding | GLD-1 RNA inh | AGP1 TOR yeast
1 | COc1ccccc1-c1n[nH]c(=S)o1 | 11 | -1 | 15 | -32 | -23 | 103 | x | -7 | 102
2 | Cc1ccc(C)c(N(C(=O)c2snc(C(N)=O)c2N)C(C(=O)NCC2CCCO2)c2ccc(C)o2)c1 (stereo unspecified) | -6 | 0 | 4 | 6 | 0 | 96 | 1.1 | -3 | 104
3 | CCCCN(C)CC(O)Cn1cc(/C=C/C(=O)c2cccs2)c2ccccc21 (stereo unspecified) | -1 | 7 | 0 | -8 | -40 | 106 | 6.7 | -119 | 100
4 | O=C1c2ccccc2C(=O)C1c1ccccc1 | -4 | 2 | 0 | 1 | -10 | 101 | 2.4 | -3 | 84
5 | Cc1cc(C)c(OCC(=O)NCC(c2ccco2)N2CCCCC2)c(C)c1 (stereo unspecified) | 3 | x | 0 | -2 | -3 | 90 | x | 0 | 98
6 | Cc1sc2nc(C(C)C)nc(SCC(=O)NC3CC3)c2c1C | 8 | 3 | 0 | 0 | 2 | 103 | 1.1 | 3 | 104
7 | Cc1onc(C(=O)NN)c1C(=O)N1CCN(C(c2ccccc2)c2ccccc2)CC1 | 8 | -3 | 1 | -1 | 6 | 96 | 3.7 | -3 | 96
8 | NC(=S)N1OC[C@@H]2COc3ccc4ccccc4c3[C@@H]21 | -15 | 0 | 65* | 2 | 4 | 103 | 0.3 | 7 | 102
9 | O=C(c1ccc(Cn2cc(Br)cn2)o1)N1N=C(C(F)F)CC1(O)C(F)F (stereo unspecified) | 11 | 1 | 0 | -4 | -4 | 106 | -4.0 | 8 | 100
10 | CCOc1ccc(S(=O)(=O)N2CCC(C(=O)NC3CCCCC3)CC2)cc1 | 11 | 4 | 0 | 2 | 5 | 107 | 0.2 | 6 | 104
11 | Cc1c(-c2cccs2)[n+](=O)c2c(n1[O-])CCCC2 | 8 | -3 | 6 | 4 | 0 | 93 | 1.1 | 6 | 104
12 | O=C(NCCc1ccccc1)c1ccc([N+](=O)[O-])cc1 | 13 | 2 | 0 | 1 | -1 | 100 | -0.4 | -5 | 108
13 | O=C(/C=C/c1ccccc1Cl)N1CCN(c2ncccn2)CC1 | -8 | 2 | 0 | 0 | -1 | x | 0.1 | -1 | x
14 | COc1cc(OC)cc(C(=O)OCc2cc3ccccc3[nH]c2=O)c1 | -7 | -25 | 3 | 6 | 6 | 103 | 1.5 | 4 | 96
15 | COc1ccc(CNC(=O)c2c(O)c3cccc4c3n(c2=O)CCC4)cc1OC | 13 | 6 | 0 | 1 | -2 | u | 0.0 | -3 | x
16 | COC(=O)CCCCCN1C(=O)/C(=C\c2ccncc2)SC1=S | -8 | 2 | 5 | 5 | 8 | 108 | 0.6 | 4 | 92
17 | Cc1ccc(C2CC(c3ccco3)n3nc(N)nc3N2)cc1 (stereo unspecified) | 28 | 0 | 0 | 2 | 0 | 97 | -0.2 | -2 | 105
18 | Nc1ncn(C(=O)c2ccco2)n1 | 5 | 6 | 2 | 5 | 0 | 98 | -2.9 | -1 | 98
19 | Cc1cc(C)n(-c2nc3ccccc3nc2N2CCOCC2)n1 | -3 | 2 | 0 | -1 | 3 | 102 | -0.9 | 7 | 102
20 | Cc1cc(C)cc(OC(=O)CN2C(=O)c3ccccc3C2=O)c1 | 0 | 3 | 3 | 11 | 4 | 102 | 1.3 | -7 | 97

Records listed so far marked active in GRK2 aptamer HTS:
item	molecule	VLA-4 inh	GRK2 aptamer HTS	BCLXL inh	MCL1 BIM primary	CIT2-GFP yeast	MEX-5 binding	GLD-1 RNA inh	AGP1 TOR yeast
8	NC(=S)N1OC[C@@H]2COc3ccc4ccccc4c3[C@@H]21	-15	65*	2	4	103	0.3	7	102

Following part
# | molecule | VLA-4 inh | Fam108B inh | GRK2 aptamer HTS | BCLXL inh | MCL1 BIM primary | CIT2-GFP yeast | MEX-5 binding | GLD-1 RNA inh | AGP1 TOR yeast
21 | CC(C)(CO)NCc1cccc(OCc2ccc(Cl)cc2)c1 | 18 | -3 | 0 | 1 | -1 | 94 | -1.9 | -7 | 103
22 | CC(N=c1ccccn1C(=O)Nc1cccc(C(F)(F)F)c1)c1ccco1 (stereo unspecified) | 13 | -5 | 0 | 7 | 7 | 90 | 0.3 | -1 | 99
23 | COc1ccc(C(C(=O)NCCC(C)C)N(CCN2CCOCC2)C(=O)Cn2nnc3ccccc32)c(OC)c1 (stereo unspecified) | -2 | -2 | 0 | 1 | 0 | 107 | -0.8 | 5 | 104
24 | CS(=O)(=O)c1ccc(Cl)c(NC(=O)CCc2ccccc2)c1 | -4 | 4 | 0 | -8 | -13 | 100 | 0.4 | 9 | 104
25 | COCCSc1ccccc1C(=O)Nc1nncs1 | 25 | 1 | 1 | 7 | 13 | 103 | 2.0 | 2 | 105
26 | CC(C)(C)c1ccc(OCC(O)CSc2ncn[nH]2)cc1 (stereo unspecified) | 3 | -1 | 0 | 8 | 8 | 98 | 3.9 | 7 | 97
27 | CN(C(=O)Cn1cc(C(F)(F)F)cc(Cl)c1=O)C1CCS(=O)(=O)C1 (stereo unspecified) | 16 | -1 | 0 | 2 | -1 | 94 | -0.7 | 4 | 93
28 | CCOC(=O)c1c(-c2cccs2)csc1NC(=O)CCCC(=O)O | -14 | 2 | 1 | 4 | 3 | 98 | -4.2 | 7 | 100
29 | CCC(=O)OCC(=O)Nc1ncc(C(F)(F)F)cc1Cl | -5 | 4 | 2 | 20 | 15 | 106 | -4.6 | 17 | 105
30 | CCOC(=O)c1c(C)[nH]c(C)c1S(=O)(=O)N(C)CC(=O)Nc1cccc(C)n1 | 1 | 2 | 2 | 7 | -2 | 95 | -0.8 | -3 | 95
31 | COc1ccc(CN(CCCN2CCOCC2)C(=O)Nc2ccccc2)cc1OC | 3 | -1 | 0 | 3 | 10 | 104 | 0.4 | 4 | 94
32 | CCc1ccc(NC(=O)C(=O)NNC(=O)COc2cccc(OC)c2)cc1 | 6 | -1 | 0 | -4 | 1 | 115 | -4.9 | 5 | 114
33 | N/C(=N\OC(=O)c1cccc(Br)c1)c1ccncc1 | -2 | 0 | 3 | 3 | 0 | 102 | 0.7 | 2 | 100
34 | COc1cc(C2c3c(oc4cc(C)c(C)cc4c3=O)C(=O)N2c2cc(C)ccn2)ccc1O (stereo unspecified) | 0 | -3 | 5 | 1 | 0 | 94 | -0.9 | -3 | 94
35 | O=C(COC(=O)c1ccc(S(=O)(=O)NCc2ccco2)cc1)c1ccccc1 | -4 | -7 | 3 | 4 | 6 | 100 | 3.6 | 8 | 100
36 | COc1ccc(NCC(=O)Nc2cccc(S(=O)(=O)N3CCCC3)c2)cc1Cl | 11 | x | 1 | x | x | 106 | x | 3 | 101
37 | COCC(=O)N(Cc1cc2ccccc2[nH]c1=O)c1ccccc1OC | 12 | 1 | 4 | 4 | -2 | 90 | 2.7 | -5 | 92
38 | COc1cc(OC)cc(C(=O)Nc2ccc(S(=O)(=O)Nc3cnc4ccccc4n3)cc2)c1 | 0 | -3 | 0 | 11 | 0 | 105 | -2.0 | -3 | 106
39 | NS(=O)(=O)c1ccc(N/C=C\C(=O)c2ccc(F)cc2)cc1 | -7 | -1 | 1 | -16 | -11 | 99 | -1.6 | 4 | 104
40 | COCCCN1C2=C(C(=O)CC(C)(C)C2)C(c2ccc(O)c(OC)c2)C2=C1CC(C)(C)CC2=O | -2 | -2 | 1 | 5 | -2 | 98 | -1.4 | -3 | 98
41 | COc1ccc(C(=O)c2oc3ccc(OC)cc3c2N)cc1 | 0 | 9 | 0 | -1 | 0 | 92 | 2.4 | 1 | 86
42 | O=C(CSc1nnc(NC(=O)c2ccccc2)s1)NCC1CCCO1 (stereo unspecified) | -7 | -4 | 0 | 4 | 3 | 100 | 0.3 | 3 | 102
43 | COc1ccc(/C=C/C(=O)NCC(=O)N/N=C(/C)c2ccco2)cc1 | 13 | -1 | 11 | 2 | 0 | 101 | -0.5 | 0 | 102
44 | CCOc1ccccc1NC(=S)N1CCC(c2nc3ccccc3o2)CC1 | -2 | 2 | 3 | 6 | 5 | 112 | -5.2 | 7 | 104
45 | CCN(C(=O)c1ccc(NC(=O)c2ccco2)cc1)c1ccccc1 | 14 | x | 2 | x | x | 99 | 0.7 | x | 88
46 | COC(=O)c1ccc2c(=O)n(Cc3ccc(C(=O)NC4CCCC4)cc3)c(=S)[nH]c2c1 | 18 | -1 | 0 | 6 | 9 | 98 | 2.3 | 1 | 98
47 | COc1cccc(/C=N/c2oc(-c3ccccc3)cc2C#N)c1O | 32 | 7 | 0 | 2 | 15 | 98 | -1.8 | -1 | 104
48 | COc1cc(NS(=O)(=O)c2c(C(=O)N3CCOCC3)c(C)n(C)c2C)cc(OC)c1OC | 21 | 4 | 2 | 4 | 4 | 107 | -1.0 | 2 | 102
49 | COCc1cc(=O)[nH]c(/N=C(\N)Nc2c(F)cccc2F)n1 | 0 | 0 | 1 | 4 | 4 | 97 | 0.0 | 9 | 106
50 | COc1ccc(CNCC2COc3ccccc3O2)cc1 (stereo unspecified) | 4 | -6 | 2 | -3 | -7 | 105 | -4.1 | -4 | 100
51 | COC(=O)c1ccccc1NC(=O)C(CCS(C)(=O)=O)NC(C)=O (stereo unspecified) | 2 | -10 | 0 | -2 | -1 | 108 | 0.8 | -5 | 109
52 | CC(NC(=O)c1ccc(N2CCCC2)c([N+](=O)[O-])c1)c1ccc(S(N)(=O)=O)cc1 (stereo unspecified) | -2 | 2 | 0 | 1 | -9 | 96 | -1.8 | -2 | 99
53 | Cc1nn(-c2ccccc2)c(Cl)c1/C=N/NC(=O)CNc1n[nH]c(=O)[nH]c1=O | 15 | 1 | 3 | 9 | 7 | 111 | 0.3 | 10 | 106
54 | Nc1cc(=O)[nH]c(=O)n1-c1cccc(F)c1 | -1 | -1 | 1 | 6 | 3 | 104 | 0.1 | 5 | 102
55 | C/C(N)=C(/C#N)C(=O)CSc1nc2cc(Cl)ccc2s1 | -2 | -2 | 2 | 4 | 5 | 95 | -0.7 | 4 | 93
56 | Cc1ccc(CN2CC(C(=O)N3CCN(S(=O)(=O)c4c(F)cccc4F)CC3)CC2=O)cc1 (stereo unspecified) | -5 | 6 | 0 | 7 | 7 | 108 | -0.2 | -3 | 105
57 | CSc1nsc(SCC(=O)NCc2ccc(C)cc2)n1 | 7 | x | 1 | x | x | 100 | -2.2 | x | 103
58 | CCOC(=O)C1=C(CSc2n[nH]c(N)n2)NC(=O)NC1C (stereo unspecified) | 9 | -2 | 2 | -1 | -6 | 99 | -1.6 | 4 | 106
59 | Cc1ccc(S(=O)(=O)NCC(=O)NCCc2c[nH]c3ccccc23)cc1C | -5 | 3 | 0 | 4 | 0 | 104 | -7.2 | -7 | 106
60 | O=C(CCC(=O)N(CC(=O)NC1CCCC1)C1CCCCC1)Nc1ccccn1 | 7 | 2 | 3 | 6 | 5 | 105 | -3.5 | 4 | 98
61 | COc1ccc(CCN2CC(C(=O)N3CCN(C(C)=O)CC3)CCC2=O)cc1 (stereo unspecified) | 21 | 3 | 5 | 7 | 2 | 91 | -4.3 | 2 | 94
62 | Cc1cc(NC(=O)CCC2COc3ccccc3O2)no1 (stereo unspecified) | -5 | 3 | 1 | 4 | 3 | 100 | -1.8 | 11 | 98
